Screening data from PubChem.
SENP1 FRET inh = human SENP1 catalytic domain inhibitors, primary screen, biochemical, FRET, uHTS. Sentrin-specific protease 1 (Homo sapiens), Q9P0U3. recombinant SENP1 catalytic domain, CyPet-SUMO1-YPet FRET cleavage. inhibition, % at 10 µM. 360,000 tested, 0.21% active;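 active means inhibition at least 30% at 10 µM, raw YFP signal under a set limit, fluorescence ratio 0.5 to 1.5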;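 further: 0% = enzyme with DMSO and 100% = no enzyme wells; some results filed as inactive read as strong as hits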
Target sequence (Q9P0U3 419-644 limits assumed): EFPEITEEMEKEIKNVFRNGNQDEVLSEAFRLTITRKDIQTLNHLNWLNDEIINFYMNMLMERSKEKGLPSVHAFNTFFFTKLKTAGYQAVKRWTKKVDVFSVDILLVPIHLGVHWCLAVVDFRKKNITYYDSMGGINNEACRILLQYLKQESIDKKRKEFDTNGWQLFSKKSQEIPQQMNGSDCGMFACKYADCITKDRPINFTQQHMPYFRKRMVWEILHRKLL
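Controls: no-enzyme wells low, DMSO-plus-enzyme wells high control. Test system: human recombinant His6-tagged SENP1 catalytic domain enzyme. Reagent: SFCypet-SUMO1-SFYpet FRET protein substrate, 25 nM final. Doses: one dose per compound, 10 µM, 0.5% DMSO. Detection: FRET, CFP and YFP emission. Timing: 50 min reaction at room temperature.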
Starred values were filed as active, the others as inactive.

O=C(NCc1ccc(F)cc1)c1cc(C2CCCN(C(=O)C3CCCCC3)C2)on1 (stereo not given) was read as SENP1 FRET inh 2.8.
Screening O=C(CCl)NC(Cc1ccccc1)C(=O)OCC(=O)c1ccc(-c2ccccc2)cc1 (stereo not given) returned SENP1 FRET inh -0.5.
For Cc1ccc(Cn2cc(CN3CC(N4CCN(CCO)CC4)CS3(=O)=O)nn2)cc1 (stereo not given) the results were SENP1 FRET inh -0.3.
For C[C@@H]1CN([C@@H](C)CO)S(=O)(=O)c2ccc(-c3ccccc3)cc2O[C@@H]1CN(C)Cc1ccccc1C(=O)O the results were SENP1 FRET inh 0.1.
For COc1ccc(CCNC(=O)c2ccc(CS(=O)(=O)Cc3ccc(C)cc3)o2)cc1OC the results were SENP1 FRET inh -1.3.
Screening O=C(C[C@H]1C=C[C@@H](NC(=O)Cc2cccnc2)[C@@H](CO)O1)NCc1ccc2c(c1)OCO2 returned SENP1 FRET inh 2.0.
c1ccc2nc(N3CCCC3)c(N3CCCCC3)nc2c1 was read as SENP1 FRET inh -14.1.
COCc1cn(-c2nc3ccccc3s2)nn1 was read as SENP1 FRET inh 1.3.
For COc1ccc(C(O)(c2ccccc2)C(C(=O)O)c2ccccc2)cc1 (stereo not given) the results were SENP1 FRET inh 0.5.
Screening CNc1ccc(-c2cccc(C(C)=O)c2)cn1 returned SENP1 FRET inh 1.1.
CC12CCC3c4ccccc4CCC3(CO1)C2 (stereo not given) was read as SENP1 FRET inh 0.9.
`CCOC(=O)C1=CN(C)CCC1=O` gave SENP1 FRET inh -1.7.
O=C(O)C1=CCC(c2ccc(Cl)c(Cl)c2)N(S(=O)(=O)c2ccc(F)cc2)C1c1cccc(F)c1 (stereo not given) was read as SENP1 FRET inh -0.6.
`CN1CCCC1(C)C(=O)NCc1ccc(F)cc1Cl` (stereo not given) gave SENP1 FRET inh -0.9.
Screening CC(C)OC(=O)N(C)C[C@@H]1OCc2cnnn2CCCC(=O)N([C@@H](C)CO)C[C@H]1C returned SENP1 FRET inh 0.5.
`CCC(C(=O)NC1CCCC1)n1c(C2CCCC2)nc2ccccc21` (stereo not given) gave SENP1 FRET inh 0.9.
`Cc1cc(C)c2c(=O)n3c(nc2c1)C(Cc1ccccc1)NC(=O)c1cc2ccccc2cc1-3` (stereo not given) gave SENP1 FRET inh -7.3.
For O=[N+]([O-])c1ccc(-c2cccnc2)cc1 the results were SENP1 FRET inh 2.3.
O=C(O)c1ccccc1C(=O)OCC1CCC(=NO)CC1 (stereo not given) was read as SENP1 FRET inh 2.1.
`COc1ccc(C(=O)Cc2ccccc2C(=O)O)cc1` gave SENP1 FRET inh 5.1.
C[N+](C)(C)CCN1CCc2ccccc21 was read as SENP1 FRET inh 0.7.
C=CCn1c(SCCN)nnc1-c1cccc(S(=O)(=O)N2CCOCC2)c1 was read as SENP1 FRET inh 1.4.
`CC1(C(=O)NCc2ccccc2)CN(S(C)(=O)=O)CC(=O)N1CCc1ccc(O)cc1` (stereo not given) gave SENP1 FRET inh -2.8.
C[C@H](c1ccccc1)N1C[C@@H](COCc2ccccc2)Oc2cc(N3CC[C@H](O)C3)ccc2S1(=O)=O was read as SENP1 FRET inh 0.7.
Screening COc1ccc(/C=C/c2cc(O)cc(OC3OC(CO)C(O)C(O)C3O)c2)cc1 (stereo not given) returned SENP1 FRET inh 2.6.
C[C@@H]1CCCCO[C@@H](CN(C)C(=O)c2ccccc2)[C@@H](C)CN([C@H](C)CO)C(=O)c2cc(N(C)C)ccc2O1 was read as SENP1 FRET inh 0.6.
`CC1(C(=O)NS(=O)(=O)c2cccs2)CCN1C(=O)Cc1ccc(-c2ccccc2)cc1` (stereo not given) gave SENP1 FRET inh 1.9.
`Cc1ccc(S(=O)(=O)N(C)C[C@@H]2Oc3ccc(NS(=O)(=O)c4ccccc4)cc3CC(=O)N([C@@H](C)CO)C[C@H]2C)cc1` gave SENP1 FRET inh -2.1.
For CCN(CC)CCNc1cccc2sc3ccccc3c(=O)c12 the results were SENP1 FRET inh 32.5*.
Screening CCOc1ccc(/C=N/NC(=O)c2ccc3nc[nH]c3c2)cc1OC returned SENP1 FRET inh 0.2.
For COc1ccc(Cc2c(-c3ccccc3)nc3c(C)cc(Br)cn23)c(C)c1 the results were SENP1 FRET inh 5.6.
`COC(=O)c1ccc2nc(-c3cccc(Br)c3)c(Cc3ccccc3C(F)(F)F)n2c1` gave SENP1 FRET inh -8.7.
For CCCS(=O)(=O)c1nc(S(=O)(=O)c2ccc(C)cc2)c(N2CCCCC2)s1 the results were SENP1 FRET inh 5.6.
For Cc1c(C(=O)NCc2ccc(F)cc2)sc(=O)n1Cc1ccc(C(=O)c2ccccc2)cc1 the results were SENP1 FRET inh -0.3.
CN(C(=O)c1cccc(NC(=O)Cc2cccc(NC(=O)C3CCCN(C(=O)C4CCC4)C3)c2)c1)C1CC1 (stereo not given) was read as SENP1 FRET inh 3.0.
Screening CC(C)C1C(=O)N(Cc2cn(CC3CCCCC3)nn2)CCS(=O)(=O)N1Cc1ccc(-c2ccc(F)cc2)cc1 (stereo not given) returned SENP1 FRET inh 0.6.
Screening C[C@@H]1CN([C@@H](C)CO)C(=O)c2cc(Br)cnc2O[C@H]1CN(C)C(=O)Cc1ccccn1 returned SENP1 FRET inh -6.0.
`COc1cccc(-c2nnn(CC(=O)N(C3CCCCC3)C3CCS(=O)(=O)C3)n2)c1` (stereo not given) gave SENP1 FRET inh 1.4.
CCOC(=O)C1(C)CCN1C(=O)c1cccc(Cl)c1 (stereo not given) was read as SENP1 FRET inh -1.0.
Screening Cc1ccc([C@H]2C[C@H](n3cc(C4CC4)nn3)[C@@H](O)CN2C(=O)c2cccs2)cc1 returned SENP1 FRET inh 0.9.

Arranged by SMILES length (lowest first): some entries from above.
Screening CCOc1ccc(/C=N/NC(=O)c2ccc3nc[nH]c3c2)cc1OC returned SENP1 FRET inh 0.2.
`CC1(C(=O)NCc2ccccc2)CN(S(C)(=O)=O)CC(=O)N1CCc1ccc(O)cc1` (stereo not given) gave SENP1 FRET inh -2.8.
`CC1(C(=O)NS(=O)(=O)c2cccs2)CCN1C(=O)Cc1ccc(-c2ccccc2)cc1` (stereo not given) gave SENP1 FRET inh 1.9.
CN(C(=O)c1cccc(NC(=O)Cc2cccc(NC(=O)C3CCCN(C(=O)C4CCC4)C3)c2)c1)C1CC1 (stereo not given) was read as SENP1 FRET inh 3.0.
C[C@@H]1CCCCO[C@@H](CN(C)C(=O)c2ccccc2)[C@@H](C)CN([C@H](C)CO)C(=O)c2cc(N(C)C)ccc2O1 was read as SENP1 FRET inh 0.6.

Next part:
For CCc1nc2ccc(C(=O)N(C)Cc3ccccc3)cn2c1N(C)CCCc1ccccc1 the results were SENP1 FRET inh -2.3.
Screening COCCN(C(=O)COC(=O)c1ccc2c(c1)OCO2)c1c(N)n(Cc2ccccc2)c(=O)[nH]c1=O returned SENP1 FRET inh -0.2.
`Cc1ccc(CNC(=O)C2CCC(=O)N(Cc3cccc(F)c3)C2)s1` (stereo not given) gave SENP1 FRET inh -0.8.
`CN(C(=O)c1cccc(NC(=O)Cc2ccc(NC(=O)C3CCN(C(=O)C4CCCCC4)CC3)cc2)c1)C1CCCCC1` gave SENP1 FRET inh 1.0.
Screening CC(C)C[C@H]1CN([C@@H](Cc2ccccc2)CN2CCC[C@@H]2CN2C(=O)C(=O)NC[C@@H]2Cc2ccccc2)C(=O)C(=O)N1CCc1ccccc1 returned SENP1 FRET inh 1.6.
Cc1cc(C)n2c(Nc3c(C)cccc3C)c(-c3ccccn3)nc2n1 was read as SENP1 FRET inh 62.9*.
`Cn1c(NCCc2ccncc2)nc2cc(-c3ccsc3)sc2c1=O` gave SENP1 FRET inh 2.1.
Screening Cc1ccc(S(=O)(=O)N2[C@H](CC(=O)c3ccc(F)cc3)OC[C@@H]2C(C)C)cc1 returned SENP1 FRET inh 2.3.
O=C(O)c1cccc(Oc2ccc([N+](=O)[O-])cc2)c1 was read as SENP1 FRET inh -163.4.
`CCCS(=O)(=O)NC(=O)C1(C)CCCN(C(=O)c2cccc3ccccc23)C1` (stereo not given) gave SENP1 FRET inh 1.8.
`COc1ccc(S(=O)(=O)N2CCCCCC2)cc1C(=O)N1CCN(c2ccc(F)cc2)CC1` gave SENP1 FRET inh 0.3.
`CC(C)N1CCC1(C)C(=O)Nc1nc2ccccc2[nH]1` (stereo not given) gave SENP1 FRET inh 1.3.
For NCCC1CN(C(=O)OCc2ccccc2)c2ccccc21 (stereo not given) the results were SENP1 FRET inh -1.1.
Screening COc1ccccc1CNS(=O)(=O)c1cc(C(=O)N(C)Cc2cccnc2)c(Cl)cc1Cl returned SENP1 FRET inh 1.9.
CCNC(=O)C1(C)CCCN(CCOc2ccc(OC)cc2)C1 (stereo not given) was read as SENP1 FRET inh 2.1.
For COc1cc(C(C)=O)ccc1OCC(=O)NCc1ccccc1CN1CCCC1 the results were SENP1 FRET inh 1.5.
O=C(OCc1ccccc1)N1CCC2CC1c1ccc(N3CCOCC3)cc12 (stereo not given) was read as SENP1 FRET inh 0.7.
Screening CN(C(=O)c1cc(-c2cccs2)nn1-c1ccccc1)C1CCS(=O)(=O)C1 (stereo not given) returned SENP1 FRET inh 3.6.
Screening CCCCNC(=O)C1(C)CCCCCN1Cc1cc2ccccc2o1 (stereo not given) returned SENP1 FRET inh 1.4.
O=C(C(=O)N1CCN(c2ccccc2)CC1)c1ccco1 was read as SENP1 FRET inh 1.6.

Not a retest: entries from further up.
Screening CCCCNC(=O)C1(C)CCCCCN1Cc1cc2ccccc2o1 (stereo not given) returned SENP1 FRET inh 1.4.
O=C(C(=O)N1CCN(c2ccccc2)CC1)c1ccco1 was read as SENP1 FRET inh 1.6.

(continued)
Cc1ccc(S(=O)(=O)NC(=O)C2(C)CCN2C(=O)Cc2ccc(Cl)cc2Cl)cc1 (stereo not given) was read as SENP1 FRET inh 0.2.
Screening O=c1[nH]c(C(Cl)Cl)nc2sc3c(c12)CCN(Cc1ccccc1)C3 returned SENP1 FRET inh -26.8.
COC(=O)c1cc(OC)c(OC)cc1NC(=S)Nc1cccc(C(C)=O)c1 was read as SENP1 FRET inh 3.0.
Screening COc1ccccc1-c1cc2nc(NCCc3ccncc3)ccn2n1 returned SENP1 FRET inh -4.9.
Screening COc1cc(C(=O)NCc2ccccc2Cl)ccc1OCC(=O)N1CCOCC1 returned SENP1 FRET inh -0.4.
COc1cccc(CN(C)C(=O)c2cccc(S(=O)(=O)N3CCN(c4ccccc4)CC3)c2)c1 was read as SENP1 FRET inh 4.9.
For CC(C)(C)S(=O)(=O)N1C[C@H]2C(=CC[C@@H]3C(=O)N(c4ccccc4)C(=O)[C@@H]32)[C@H]1CCO the results were SENP1 FRET inh -2.1.
For COc1ccc([C@H]2CC(=O)C[C@@H](CCn3ccnn3)O2)cc1 the results were SENP1 FRET inh -0.9.
Screening CN(C)S(=O)(=O)c1cccc(-c2nn(-c3ccccc3)cc2/C=C2\SC(=S)NC2=O)c1 returned SENP1 FRET inh 15.1.
O=C(CNc1ccc(Cl)c(C(F)(F)F)c1)N1CCN(S(=O)(=O)c2ccccc2)CC1 was read as SENP1 FRET inh -0.7.
`COc1ccc(-c2cc(NC(C)=O)c3ncc(-c4ccccc4)n3c2)cc1OC` gave SENP1 FRET inh -17.0.
`Cc1noc(C)c1-c1ccc(C(=O)NCc2ccco2)c2occc12` gave SENP1 FRET inh -2.9.
CCOC(=O)C1(C)CCN1C(=O)c1cncc(Br)c1 (stereo not given) was read as SENP1 FRET inh 0.9.
CCc1ccc(S(=O)(=O)/N=C2/C=C(Sc3ncn[nH]3)C(=O)c3ccccc32)cc1 was read as SENP1 FRET inh 6.3.
`CCc1ccc([C@H]2[C@@H]3C(=O)C[C@@H]4C(=O)N(Cc5ccccc5)C(=O)[C@@H]4[C@@H]3CN2S(=O)(=O)c2ccc(C)cc2)cc1` gave SENP1 FRET inh -27.3.
`COc1ccccc1-c1cc(NC(C)=O)c2ncc(-c3cccc(C(C)=O)c3)n2c1` gave SENP1 FRET inh -2.5.
Screening Cc1cccc(C)c1-n1nnnc1C1(C)CCC(=O)N1Cc1ccco1 (stereo not given) returned SENP1 FRET inh 2.1.
For CC1CN(CC(=O)Nc2nc(-c3ccc(Cl)cc3)cs2)CC(C)O1 (stereo not given) the results were SENP1 FRET inh 0.8.
Screening COc1ccc(-c2cnc3c(NC(C)=O)cc(-c4ccccc4OC)cn23)cc1OC returned SENP1 FRET inh -3.1.
`O=C(NCc1cccnc1)c1cc(C2CCCCN2S(=O)(=O)c2ccc(F)cc2F)on1` (stereo not given) gave SENP1 FRET inh -0.6.
CC(C)Cc1ccc(-c2cc3nc(NCCc4ccc(S(N)(=O)=O)cc4)ccn3n2)cc1 was read as SENP1 FRET inh -15.4.
`CN1C(=O)C2(OCC(C)([N+](=O)[O-])CO2)c2ccccc21` (stereo not given) gave SENP1 FRET inh 1.1.
`O=S1(=O)CC(N2CCCC2)CN1Cc1cn(Cc2cccc(C(F)(F)F)c2)nn1` (stereo not given) gave SENP1 FRET inh 0.3.
`Cc1ccc(C(=O)N2CCCc3ccccc32)c(Cl)c1` gave SENP1 FRET inh 0.4.
CCOC(=O)C1(C)CCCN1C(=O)c1snnc1C (stereo not given) was read as SENP1 FRET inh -8.3.
NC(CSC(c1ccccc1)(c1ccccc1)c1ccc2c(c1)OCO2)C(=O)O (stereo not given) was read as SENP1 FRET inh -5.4.
Screening Cc1ccc(S(=O)(=O)N(C)C[C@H]2OCCCC[C@H](C)Oc3ccc(NC(=O)Nc4cccc5ccccc45)cc3C(=O)N([C@@H](C)CO)C[C@H]2C)cc1 returned SENP1 FRET inh -0.3.

This is a subset. The share of hits here may be higher or lower than overall.
